High-throughput results as filed in PubChem.
OXTR potentiator – human OXTR potentiation; CHO-OTR cells, Fluo-8 calcium fluorescence, potentiator mode; 0% = oxytocin EC15, 100% = EC100; P30559; AID 2445; 320,000 compounds, 0.061% hits; activation, % at 3 µM;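 active means activation above that plate's cutoff, the mean activation of tested compounds plus 3 SD, cut at about 6.6% in these data, passing the limit was not always enough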;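 further: 100% uses oxytocin at 75 nM as the full agonist control; some results filed as inactive read as strong as hits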
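Material: human OTR in CHO cells. Compound: 3.0 µM, one dose. Timing: compound 6 min at room temperature before oxytocin, 100 s read. Evaluation: % activation of max/min ratio relative to oxytocin controls. Replication: single well per compound, singlicate. Signal: Fluo-8 calcium dye fluorescence.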
M1 ag – agonists of human M1 muscarinic receptor; P11229; CHO-K1 hM1, Fluo-8 calcium fluorescence, agonist mode; 0% DMSO, 100% acetylcholine EC100; AID 588814; 360,000 compounds, 0.33% hits; activation, % at 3 µM;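 active means activation above the run's mean compound activation plus 3 SD, cut at about 16% in these data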;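 further: peak over basal fluorescence ratio within a 140 s kinetic read after compound addition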
Target sequence (P11229 whole entry, looked up): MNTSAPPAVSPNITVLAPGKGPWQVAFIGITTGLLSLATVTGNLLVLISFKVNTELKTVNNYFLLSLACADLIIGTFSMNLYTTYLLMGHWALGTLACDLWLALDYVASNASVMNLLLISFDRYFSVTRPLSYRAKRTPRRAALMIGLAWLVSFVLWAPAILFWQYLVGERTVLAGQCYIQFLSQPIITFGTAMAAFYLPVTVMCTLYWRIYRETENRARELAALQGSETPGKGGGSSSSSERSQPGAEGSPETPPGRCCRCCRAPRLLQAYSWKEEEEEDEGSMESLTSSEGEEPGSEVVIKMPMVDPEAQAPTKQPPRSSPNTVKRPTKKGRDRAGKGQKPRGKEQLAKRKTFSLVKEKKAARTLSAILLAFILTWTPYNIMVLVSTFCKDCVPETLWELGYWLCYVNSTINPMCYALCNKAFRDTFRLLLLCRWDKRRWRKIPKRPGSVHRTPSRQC
M1 PAM parental – counter-screen for M1 PAMs: effect in parental CHO-K1 cells; ATP EC20, Fluo-8 calcium fluorescence; 0% at ATP EC20, 100% at ATP max; activation, % at 3 µM; 360,000 compounds, 0.02% hits; AID 602247;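 active means activation above the run cutoff, the mean activation of all test compounds plus 3 SD, cut at about 40% in these data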;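 further: peak over basal fluorescence ratio in a 140 s read after ATP addition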
TAAR1 ag – human TAAR1 agonism; CHO RD-HGA16 TAAR1, Fluo-8 calcium fluorescence; vehicle wells 0%, saturating PEA agonist 100%; activation, % at 3 µM; 360,000 compounds, 0.99% hits; Q96RJ0;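 active means activation above the mean activation of all test compounds in the run plus 3 SD, cut at about 38% in these data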
Target sequence (Q96RJ0 whole entry, looked up): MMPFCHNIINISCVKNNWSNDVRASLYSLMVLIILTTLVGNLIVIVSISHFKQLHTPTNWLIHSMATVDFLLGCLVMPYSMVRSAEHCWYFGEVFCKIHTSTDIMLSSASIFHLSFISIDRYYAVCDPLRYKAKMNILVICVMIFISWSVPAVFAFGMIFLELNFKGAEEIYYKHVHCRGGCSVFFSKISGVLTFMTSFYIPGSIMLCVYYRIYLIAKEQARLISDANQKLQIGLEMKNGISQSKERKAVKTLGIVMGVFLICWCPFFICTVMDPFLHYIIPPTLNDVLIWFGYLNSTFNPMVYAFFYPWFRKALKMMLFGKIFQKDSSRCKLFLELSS
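Benchmarks: low control DMSO, high control PEA (EC100); System: CHO RD-HGA16 cells carrying human TAAR1 plus Gα16; Detection: Fluo-8 fluorescence, 5 s baseline then 140 s kinetic read; Schedule: 17-24 h plating, Fluo-8 75 min 37 °C, 30 min RT; Read-out basis: % activation from peak over basal fluorescence ratio, DMSO-to-PEA scaled.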
CHO-K1 Ca ag – nonselective activator or artifact in parental CHO-K1 cells; 360,000 compounds, 0.48% hits; Fluo-8 calcium fluorescence; scaled to maximal ATP response, vehicle zero; activation, % at 3 µM; in the data active means activation above about 15%;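 further: untransfected CHO-K1 host cells lacking M1 receptor as counterscreen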
CHO parental Ca – counter-screen: ATP calcium response change in parental CHO cells | 330,000 compounds, 0.63% hits | AID 463079 | inhibition, % at 5.6 µM | parental CHO-K1, ATP-induced calcium, Fluo-8 fluorescence;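 active means inhibition above that plate's mean sample inhibition plus 3 SD, cut at about 26% in these data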;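 further: 0% = ATP-challenged DMSO wells and 100% = DMSO wells without ATP; some compounds past the cut are filed as inactive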
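test system = CHO parental line | reagent = ATP stimulus | measured by = intracellular calcium via Fluo-8 no-wash fluorescent dye | control set = ATP and no-ATP DMSO wells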
V1aR counter – counter-screen for oxytocin receptor agonists: human V1a receptor agonists; activation, % at 3 µM; P37288; CHO-V1R cells, Fluo-8 calcium fluorescence, agonist mode; 0% DMSO, 100% 3 nM vasopressin; 320,000 compounds, 0.25% hits;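 active means activation above the mean activation of all tested compounds plus 3 SD, per screening run, cut at about 20% in these data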;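 further: signal is peak over basal fluorescence ratio across a 100 second FLIPR read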
TAAR1 antagonist – antagonists of human TAAR1; CHO RD-HGA16 TAAR1, Fluo-8 calcium fluorescence, antagonist; inhibition, % at 3 µM; 360,000 compounds, 1.5% hits; Q96RJ0;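 active means inhibition above a per-plate cutoff, the mean inhibition of test compounds on that plate plus 3 SD, cut at about 49% in these data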;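 further: 0% = DMSO plus EC80 beta-PEA response and 100% = DMSO alone without agonist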
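Assay system: RD-HGA16 CHO cells with stable hTAAR1 and Gα16 / Reagent: EC80 β-phenethylamine stimulus / Doses: 3 µM, single point / Timing: dye loading 75 min at 37 °C, then 30 min room temperature / Measured by: Fluo-8 intracellular calcium dye fluorescence, real-time kinetic reads / Controls: vehicle wells and EC80 agonist wells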
CHO-K1 Ca antag – nonselective inhibitor or artifact in parental CHO-K1 cells. 360,000 compounds, 0.6% hits. AID 602250. inhibition, % at 3 µM. ATP-induced calcium, Fluo-8 fluorescence;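 active means inhibition above a per-plate cutoff, the plate's mean sample inhibition plus 3 SD, cut at about 24% in these data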;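 further: 0% = DMSO plus EC80 ATP and 100% = DMSO alone without ATP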
* = called active by the depositor; . = no result given.

1: COc1ccc(/C=C(\C#N)C(=O)Nc2cccc(C)n2)cc1
2: CC1CCCCC1NC(=O)Cn1c(CN2CCCCC2)nc2ccccc2c1=O (configuration not stated)
3: CC(=O)N1CCN(Cc2nc3cc(NC(=O)NC4CCCCC4)ccc3n2C)CC1
4: CN(C)CC1CCCCC1OC(=O)/C=C/c1ccc(Cl)cc1Cl (configuration not stated)
5: COC(=O)c1sccc1NC(=O)c1cc2c(s1)CCCC2
6: CCN(CC)C(=O)Oc1ccc2c(c1)O/C(=C\c1ccco1)C2=O
7: COc1cccc(N2CCN(c3nc(C)cc(C)c3C#N)CC2)c1
8: Brc1ccc(CSc2ccc(-c3ccco3)nn2)cc1
9: COc1ccc(/C(=N/O)C(C)(C)NO)cc1
10: CN1CCN(c2ccc(S(=O)(=O)N3CCCCC3)cc2NC(=O)c2ccc(C#N)cc2)CC1

screen / no.	1	2	3	4	5	6	7	8	9	10
OXTR potentiator	-14	0	-4	-14	-9	-14	-14	-7	0	-2
M1 ag	-3	2	-8	-7	-4	-3	3	-5	-2	-7
M1 PAM parental	2	-6	3	-6	24	-6	15	3	2	32
TAAR1 ag	1	-3	4	10	2	3	0	11	3	3
CHO-K1 Ca ag	0.9	-0.2	0.6	11	-0.4	4.4	0.0	0.1	-0.4	1.0
CHO parental Ca	-4	-23	2	-5	-27	-21	-11	-11	-8	-12
V1aR counter	1.7	0.5	0.4	4.6	-0.7	-0.8	-1.6	-0.7	0.4	0.5
TAAR1 antagonist	3	-9	-14	-29	-1	29	10	17	-12	-3
CHO-K1 Ca antag	-13	-5	-1	-10	-36	-5	-4	-9	10	-10

11: CCOC(=O)C1C(=O)CC(C)(O)C(C(=O)OCC)C1c1ccccc1 (configuration not stated)
12: CCOc1ccc(S(=O)(=O)N2CCC(C(=O)NCC(=O)Nc3cccc(Cl)c3C)CC2)cc1
13: COc1ccccc1C1SCCN1S(C)(=O)=O (configuration not stated)
14: CC1CCCCC12NC(=O)N(CC(=O)NCCc1ccc(S(N)(=O)=O)cc1)C2=O (configuration not stated)
15: ONC(=Nc1ccccc1)c1ccccc1Cl
16: O=C(Cn1cc(C(F)(F)F)cc(Cl)c1=O)Nc1cc(S(=O)(=O)N2CCOCC2)ccc1Cl
17: COc1ccc(N(C(C)C(=O)N/N=C/c2cccnc2)S(C)(=O)=O)cc1 (configuration not stated)
18: COc1cc(F)ccc1S(=O)(=O)N1CCN(C23CC4CC(CC(C4)C2)C3)CC1
19: CC(C)CC(=O)Nc1cccc(-c2nc3ncccc3o2)c1
20: Cc1ccc2cc3cc(C(=O)NC4CCCCC4)oc3nc2c1

screen / no.	11	12	13	14	15	16	17	18	19	20
OXTR potentiator	-10	-7	-2	1	-6	-5	-9	-7	-15	-9
M1 ag	-3	-3	-3	-2	-2	-8	-6	-4	-1	-3
M1 PAM parental	4	15	9	5	21	35	23	22	8	-7
TAAR1 ag	8	1	5	0	12	3	2	1	5	1
CHO-K1 Ca ag	-0.3	-0.3	0.3	0.4	1.2	1.2	0.8	1.1	3.5	0.1
CHO parental Ca	8	-26	7	7	-4	-13	-8	-15	-13	-21
V1aR counter	-1.0	-0.5	2.7	0.3	0.5	0.5	0.1	-0.2	4.4	-0.6
TAAR1 antagonist	12	3	2	10	-7	5	-18	-8	-2	-9
CHO-K1 Ca antag	-5	-15	-5	-10	-11	-16	-6	-11	-14	5

21: CCC1=C(c2cc(OC)c(OC)c(OC)c2)C2(CCCC2)C(=O)O1
22: CCOCCCNC(=S)NCCCNc1nc2c(C)cc(C)cc2cc1C#N
23: CC[C@@]1(C(=O)OC)N[C@H](CN(C)C(=O)COc2ccccc2)[C@@H]2C(=O)N(Cc3ccccc3)C(=O)[C@@H]21
24: O=C(NNC1=NCCCCC1)Nc1cccc(Cl)c1
25: COc1ccc(Cl)cc1NC(=O)CN(C)C(=O)c1cc(=O)c2ccccc2o1
26: Cn1cnc([N+](=O)[O-])c1Oc1cccc(O)c1
27: O=C(CSc1nc2ncc(Br)cc2[nH]1)c1ccc([N+](=O)[O-])cc1
28: O=C(CN1CCCCC1)N/N=C/c1ccc(Cl)cc1
29: O=C(CSc1nnc(-c2ccccc2)o1)NC1CCS(=O)(=O)C1 (configuration not stated)
30: COCCC(=O)N1CCC(Oc2ccc(C(=O)NCCc3ccccn3)cc2)CC1

screen / no.	21	22	23	24	25	26	27	28	29	30
OXTR potentiator	-5	.	-8	.	-6	-4	0	-7	-5	-3
M1 ag	-1	-2	1	-12	4	-6	-4	-5	0	2
M1 PAM parental	-18	27	-11	39	-10	6	16	6	-7	11
TAAR1 ag	7	0	3	4	3	2	0	5	2	0
CHO-K1 Ca ag	-0.8	-0.4	-0.2	2.0	0.9	2.1	0.9	0.2	0.5	1.7
CHO parental Ca	-16	.	-8	.	-18	-5	9	-5	7	6
V1aR counter	3.3	.	0.1	.	3.9	0.9	-0.2	0.8	-1.0	0.9
TAAR1 antagonist	-5	-14	-9	-6	1	-13	-2	-4	9	-7
CHO-K1 Ca antag	6	-23	2	-11	-1	-8	-3	-1	2	-6

31: CN(Cc1cnn(C)c1)C(=O)C1CCC(=O)N(Cc2ccc(Cl)cc2)C1 (configuration not stated)
32: O=C(NCc1ccccc1)c1[nH]c(C(F)(F)F)nc1-c1ccccc1
33: O=C(Nc1ccccc1Cl)C1CC(=O)N(c2ccccc2)C1 (configuration not stated)
34: CN(C)c1ccc(NC(=S)c2ccccn2)cc1
35: C=CCn1c(=O)c2ccc(C(=O)NCc3ccccc3)cc2n(Cc2ccccc2Cl)c1=O
36: CCC(c1nnnn1-c1c(C)cccc1C)N1CCN(c2cccc(C(F)(F)F)n2)CC1 (configuration not stated)
37: Cc1ccc2c(c1)C1CN(C)CCC1N2S(=O)(=O)c1ccc(C#N)cc1 (configuration not stated)
38: Cc1ccc(Cn2cccc(NC(=O)NCc3ccccc3)c2=O)cc1
39: Cc1ccc(-n2ncc3c(=O)n(CC(=O)NC4CCCCC4)cnc32)cc1C
40: O=c1cc(CSc2nc3ccccc3[nH]2)c2ccccc2[nH]1

screen / no.	31	32	33	34	35	36	37	38	39	40
OXTR potentiator	2	.	-4	3	-6	.	-6	-5	-5	-1
M1 ag	-1	4	-1	-9	-6	.	-5	-3	8	-12
M1 PAM parental	-20	-5	13	12	22	15	-10	-1	-8	11
TAAR1 ag	2	5	1	-1	0	2	2	6	-3	8
CHO-K1 Ca ag	0.9	1.7	0.7	-0.8	0.4	0.1	0.2	2.5	-0.1	2.2
CHO parental Ca	1	.	-12	-2	-2	.	-19	-7	-6	-11
V1aR counter	0.0	.	0.5	-1.6	-0.3	.	1.3	1.6	0.7	-0.2
TAAR1 antagonist	-22	-21	-12	0	1	-22	-14	-19	-14	5
CHO-K1 Ca antag	-5	-8	-8	-10	-6	-11	4	-28	21	-8

41: CCOC(=O)CSc1ncnc2c1cnn2-c1ccc(C)cc1
42: O=C(NC(=S)Nc1ccc2[nH]ncc2c1)c1ccccc1
43: CC(C)(C)c1cc(NC(=O)COc2ccc(Br)cc2)n(-c2ccccc2)n1
44: Cn1nc(-c2ccc(Cl)cc2)cc1NC(=O)CC(C)(C)CC(=O)O
45: CC(C)NC(=O)NC(=O)CSc1nnc(COc2ccccc2F)n1C(C)C1CC2CCC1C2 (configuration not stated)
46: O=C(NC1CCCCC1)N1CCC(n2c(=O)[nH]c3ccccc32)CC1
47: Cc1nc([N+](=O)[O-])cn1CC(=O)c1ccc(Cl)cc1
48: COc1cccc2cc(CC(=O)c3ccccc3)c(=O)oc12
49: COc1cc(OC)cc(-c2n[nH]c(=S)n2-c2ccc3c(c2)OCO3)c1
50: COc1ccc([N+](=O)[O-])cc1NC1CCN(C(=O)c2cccs2)CC1

screen / no.	41	42	43	44	45	46	47	48	49	50
OXTR potentiator	-19	-12	-13	-4	-10	-1	4	-6	3	-10
M1 ag	-4	-1	-1	0	0	0	-2	-5	-8	0
M1 PAM parental	16	14	6	-9	2	9	8	-6	3	22
TAAR1 ag	7	2	-2	0	.	2	1	14	6	2
CHO-K1 Ca ag	0.1	-0.4	0.1	0.1	0.5	2.0	0.2	6.2	0.1	1.7
CHO parental Ca	-17	18	-18	-4	70*	-9	-2	-5	-6	-12
V1aR counter	0.4	2.0	-1.0	0.7	0.5	0.9	1.4	3.1	0.3	-0.5
TAAR1 antagonist	0	1	21	2	.	-14	-14	16	-13	-33
CHO-K1 Ca antag	-2	-12	0	2	-42	-9	3	-1	-3	0

Filtered by structure, the entries above containing an aryl thioether with sulfur outside any ring
8: Brc1ccc(CSc2ccc(-c3ccco3)nn2)cc1
27: O=C(CSc1nc2ncc(Br)cc2[nH]1)c1ccc([N+](=O)[O-])cc1
29: O=C(CSc1nnc(-c2ccccc2)o1)NC1CCS(=O)(=O)C1 (configuration not stated)
40: O=c1cc(CSc2nc3ccccc3[nH]2)c2ccccc2[nH]1
41: CCOC(=O)CSc1ncnc2c1cnn2-c1ccc(C)cc1
45: CC(C)NC(=O)NC(=O)CSc1nnc(COc2ccccc2F)n1C(C)C1CC2CCC1C2 (configuration not stated)

screen / no.	8	27	29	40	41	45
OXTR potentiator	-7	0	-5	-1	-19	-10
M1 ag	-5	-4	0	-12	-4	0
M1 PAM parental	3	16	-7	11	16	2
TAAR1 ag	11	0	2	8	7	.
CHO-K1 Ca ag	0.1	0.9	0.5	2.2	0.1	0.5
CHO parental Ca	-11	9	7	-11	-17	70*
V1aR counter	-0.7	-0.2	-1.0	-0.2	0.4	0.5
TAAR1 antagonist	17	-2	9	5	0	.
CHO-K1 Ca antag	-9	-3	2	-8	-2	-42

No enrichment for hits. Share with any hit: about 3.3%.
